Screens deposited in PubChem by The Scripps Research Institute Molecular Screening Center.
FBW7 activator – human FBW7 E3 ligase activation, primary screen. hit rate 0.13% among 650,000. AlphaScreen FBW7–phospho-cyclin E peptide binding, activator screen. normalized activity (activation), % at 26.1 µM; in the data active = normalized activity above about 1.9%;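 also: purified mutant Fbw7 with reduced substrate affinity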
Target sequence (Q969H0 whole entry, looked up): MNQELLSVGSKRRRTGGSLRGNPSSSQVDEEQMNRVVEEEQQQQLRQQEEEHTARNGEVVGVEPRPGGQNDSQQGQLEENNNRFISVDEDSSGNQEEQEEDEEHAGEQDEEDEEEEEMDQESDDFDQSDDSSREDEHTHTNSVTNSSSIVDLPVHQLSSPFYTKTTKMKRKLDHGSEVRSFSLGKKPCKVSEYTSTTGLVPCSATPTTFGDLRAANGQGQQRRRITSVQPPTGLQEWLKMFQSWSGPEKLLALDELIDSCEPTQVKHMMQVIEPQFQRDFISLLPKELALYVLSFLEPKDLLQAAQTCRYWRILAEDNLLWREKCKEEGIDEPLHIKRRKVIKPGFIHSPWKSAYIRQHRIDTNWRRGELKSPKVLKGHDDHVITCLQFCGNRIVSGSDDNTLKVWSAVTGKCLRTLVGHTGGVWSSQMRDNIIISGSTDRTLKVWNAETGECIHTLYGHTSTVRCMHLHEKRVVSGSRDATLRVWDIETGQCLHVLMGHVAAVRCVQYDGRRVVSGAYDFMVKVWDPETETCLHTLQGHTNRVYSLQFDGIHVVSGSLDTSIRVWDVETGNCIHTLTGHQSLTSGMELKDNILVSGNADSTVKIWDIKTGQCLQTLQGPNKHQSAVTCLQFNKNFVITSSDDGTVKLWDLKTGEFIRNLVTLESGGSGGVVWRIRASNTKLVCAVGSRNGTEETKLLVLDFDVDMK
GPR151 activ – activators of human GPR151 | Q8TDV0 | PathHunter beta-arrestin GPR151 cells, luminescence | activation, % at 11.2 µM | hit rate 1% among 650,000 | AID 1508602; in the data active = activation above about 4.9%;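 also: 0% = median of compound wells and 100% = cells with positive control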
Target sequence (Q8TDV0 whole entry, looked up): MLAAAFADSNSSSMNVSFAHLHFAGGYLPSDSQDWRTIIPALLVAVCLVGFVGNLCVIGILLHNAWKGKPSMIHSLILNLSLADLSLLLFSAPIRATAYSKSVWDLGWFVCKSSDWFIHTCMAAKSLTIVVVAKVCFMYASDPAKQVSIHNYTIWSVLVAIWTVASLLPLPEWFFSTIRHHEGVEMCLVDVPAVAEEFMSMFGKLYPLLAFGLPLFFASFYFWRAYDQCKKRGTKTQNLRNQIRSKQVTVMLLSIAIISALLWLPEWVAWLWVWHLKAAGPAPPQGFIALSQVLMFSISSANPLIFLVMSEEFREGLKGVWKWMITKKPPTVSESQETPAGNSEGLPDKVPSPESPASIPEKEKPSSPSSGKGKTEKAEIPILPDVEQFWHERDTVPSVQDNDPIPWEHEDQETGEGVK
TEAD-YAP inh – TEAD-YAP interaction inhibition. HEK-TIYL cells, TEAD-Gal4/YAP UAS-luciferase luminescence. inhibition, % at 9.12 µM. hit rate 1.4% among 640,000; in the data active = inhibition above about 32%;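 also: 0% = median of test compound wells and 100% = reference inhibitor wells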
MITF primary – blocks human microphthalmia-associated transcription factor | inhibition, % at 2.6 µM | AlphaScreen MITF homodimerization, bead proximity signal | hit rate 0.91% among 650,000 | AID 1259374 | O75030; in the data active = inhibition above about 50%;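 also: 0% = vehicle wells with protein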
* hit, by the source's call; / = no result given.

Keys: A = FBW7 activator; B = GPR151 activ; C = TEAD-YAP inh; D = MITF primary
> CCOC(=O)c1c(NC(=O)c2cccc(OC)c2)sc2c1CCCC2
  A: 0.1	B: 0.6	C: -4	D: 4

> O=S(=O)(c1ccccc1Cl)N1CCC(c2nc3ccccc3o2)CC1
  A: -0.1	B: -0.8	C: -3	D: -1

> O=C1CC(Cc2ccc(Br)cc2)C(=O)N1c1ccc([N+](=O)[O-])cc1 (configuration not stated)
  A: 0.1	B: -1.8	C: -2	D: 12

> CC(=O)Oc1ccc(C(=O)Nc2cccc(C(F)(F)F)c2)cc1
  A: -0.1	B: -0.4	C: -11	D: -5

> COc1ccc(NC(=S)N(Cc2ccc(C(=O)O)cc2)Cc2ccc(OC)c(OC)c2)cc1Cl
  A: -0.1	B: -0.7	C: -1	D: -4

> Cc1ccc(C)c(C(=O)CSc2n[nH]c(-c3ccco3)n2)c1
  A: -0.1	B: 0.0	C: 3	D: 0

> COc1ccc(NC(=O)CC2(C)NN=C(c3ccccc3)S2)c(OC)c1 (configuration not stated)
  A: 0.1	B: -1.5	C: -18	D: 15

> O=C(CCCCCn1c(=S)[nH]c2cc3c(cc2c1=O)OCO3)NCC1CCCO1 (configuration not stated)
  A: -0.2	B: -0.4	C: 10	D: 6

> O=C(NNc1ccc(Br)cn1)C(=O)NNc1ccc(Br)cn1
  A: -0.8	B: -1.0	C: 16	D: 5

> CCC(C)NC(=O)CCc1c(C)nc2nc(-c3cc(OC)cc(OC)c3)nn2c1C (configuration not stated)
  A: 0.0	B: 2.8	C: 7	D: 11

> CC(=O)c1c(C(C)=O)c(C)n(NC(=O)c2cc(Br)ccc2O)c1C
  A: -0.1	B: 0.3	C: 0	D: 3

> COC(=O)c1ccccc1-c1ccc(/C=c2\sc3nc4ccccc4n3c2=O)o1
  A: -0.1	B: 0.7	C: 4	D: -3

> Oc1oc(-c2cccc3ccccc23)nc1C=Nc1cc(Cl)c(Cl)cc1Br
  A: -0.1	B: -1.1	C: -15	D: 6

> COc1cccc(NC(=S)N2CCCC2)c1
  A: 0.6	B: -2.1	C: -12	D: -312

> COc1ccc2nc(SCC(=O)N(C)C)c(C#N)cc2c1
  A: 0.1	B: 1.4	C: -93	D: 6

> Cc1ccc(N(C(C)C(=O)Nc2ccc3c(c2)OCCO3)S(C)(=O)=O)cc1 (configuration not stated)
  A: 0.0	B: -0.4	C: -4	D: -22

> COc1ccc(C2=NN(S(C)(=O)=O)C(c3ccccc3Cl)C2)cc1OC (configuration not stated)
  A: 0.0	B: 1.5	C: 4	D: 0

> COc1ccc(C2C(C(=O)NC3CCCCC3)c3ccccc3C(=O)N2C)cc1 (configuration not stated)
  A: 0.1	B: 1.4	C: 1	D: 15

> Cc1c(C(=O)c2cnc(/N=C/N(C)C)s2)sc2ncnn12
  A: 0.0	B: -1.1	C: -5	D: 4

> COc1cc2nc(N3CCC(N4CCOCC4)CC3)nc(N)c2cc1OC
  A: 0.2	B: -4.9	C: 6	D: 14

> Fc1ccccc1NC(=S)N(Cc1ccccc1)Cc1cccs1
  A: 0.7	B: -0.5	C: -10	D: 5

> Cc1c(-c2ccc(F)cc2)[n+](=O)c2c(n1[O-])CCCC2
  A: 0.1	B: -0.2	C: 11	D: 5

> Cc1ccc(N2CCN(S(=O)(=O)c3ccc(Cl)c(Cl)c3)CC2)nn1
  A: 0.8	B: 3.2	C: 11	D: 0

> CCOc1cc(/C=C(\C#N)C(=O)NCC2CCCO2)ccc1OCCOc1ccccc1 (configuration not stated)
  A: 0.5	B: 0.5	C: 12	D: -8

> O=C(CCC(=O)N1CCOc2ccccc21)NCc1cccc(Br)c1
  A: 0.0	B: 0.6	C: 5	D: -9

> COCCCNCCOCCOc1ccc(C)cc1
  A: -0.3	B: -0.2	C: -1	D: 28

> CCOC(=O)c1c(C)oc2ccc(OCC(=O)OCc3ccccc3)cc12
  A: 1.8	B: 0.7	C: 3	D: 12

> COc1cc(C#N)cc(I)c1OC
  A: 0.0	B: -0.1	C: 6	D: -2

> O=C1C2C3C=CC(C4CC34)C2C(=O)N1c1cc(Cl)ccn1 (configuration not stated)
  A: -0.1	B: -0.5	C: 6	D: 6

> CCC(C(=O)NCc1cccs1)n1c2ccccc2c2cn[nH]c(=O)c21 (configuration not stated)
  A: 0.1	B: -1.0	C: 5	D: 13

Complete entries, quoted from the list.
COCCCNCCOCCOc1ccc(C)cc1 reads FBW7 activator = -0.3; GPR151 activ = -0.2; TEAD-YAP inh = -1; MITF primary = 28
O=C1C2C3C=CC(C4CC34)C2C(=O)N1c1cc(Cl)ccn1 (configuration not stated) reads FBW7 activator = -0.1; GPR151 activ = -0.5; TEAD-YAP inh = 6; MITF primary = 6
Cc1c(C(=O)c2cnc(/N=C/N(C)C)s2)sc2ncnn12 reads FBW7 activator = 0.0; GPR151 activ = -1.1; TEAD-YAP inh = -5; MITF primary = 4

(further entries)
Keys: A = FBW7 activator; B = GPR151 activ; C = TEAD-YAP inh; D = MITF primary
> S=C(N=P(c1ccccc1)(N1CCOCC1)N1CCOCC1)N1CCCC1
  A: -0.1	B: 3.7	C: -2	D: 5

> N#CCSc1nc(SCC#N)c2ccccc2n1
  A: 0.1	B: -1.5	C: -1	D: -1

> O=C(CCC(=O)c1cccs1)OC1CCOC1=O (configuration not stated)
  A: 0.0	B: 2.0	C: -7	D: 3

> COc1ccc2c(c1)N(C(=O)CN1C(=O)CCC1=O)C(C)(C)C=C2C
  A: 0.0	B: 0.3	C: -2	D: 0

> Cc1cc(NS(=O)(=O)c2ccc(N=Cc3ccc(C#N)cc3)cc2)no1
  A: 0.7	B: -0.5	C: -5	D: 14

> COCCN(C(=O)C(=O)NC1CCCC1)C(C(=O)NC1CCCC1)c1ccccc1F (configuration not stated)
  A: 0.9	B: -0.9	C: 11	D: 6

> COc1ccc(Nc2nc(-c3ccc(Br)cc3)nc3ccccc23)cc1OC
  A: 0.0	B: -0.7	C: 0	D: 8

> O=[N+]([O-])c1ccc(N/N=C/c2cccs2)c(S(=O)(=O)N2CCCCCC2)c1
  A: 0.5	B: 0.0	C: -1	D: 11

> COc1ccc(C(OC(=O)c2cccs2)C(=O)NC(C)(C)C)cc1 (configuration not stated)
  A: 0.1	B: 0.9	C: 13	D: 8

> COc1cc(-c2nnc3s/c(=C\c4ccc(N(C)C)cc4)c(=O)n23)cc(OC)c1OC
  A: 0.6	B: -0.5	C: 2	D: 15

> COc1ccccc1N1CCN(S(=O)(=O)c2ccc(CC(C)C)cc2)CC1
  A: -0.1	B: 1.3	C: -7	D: -8

> O=C1CCCN1CCC1CCN(C2CC(=O)N(c3ccc(F)cc3)C2=O)CC1 (configuration not stated)
  A: 0.1	B: -1.3	C: -1	D: 5

> CCN1CCN(CCCOc2cccc(C(F)(F)F)c2)CC1
  A: 0.1	B: -0.2	C: 16	D: 56*

> CC1=C(C#N)C(=O)NC(=O)/C1=C\c1ccc(-c2cccc(Cl)c2)o1
  A: -0.1	B: 0.3	C: 2	D: -5

> Cc1ccc2nc(C3CCN(Cc4cncnc4)CC3)[nH]c2c1
  A: -0.2	B: 0.2	C: 2	D: -2

> COCc1cc(C)nc(N2CCN(Cc3ccccc3)CC2)c1C#N
  A: 0.1	B: -0.1	C: 4	D: 9

> COc1ccc(-c2nc(P(=O)(OC)OC)c(NCc3ccc(C)cc3)o2)cc1
  A: 0.0	B: 0.2	C: 4	D: 10

> CCN(Cc1ccncc1)Cc1ccc2c(c1)CN(C(=O)CCCn1cncn1)CCO2
  A: 0.4	B: -0.7	C: 11	D: 5

> CCCCNC(=O)c1ccc(N2CCN(c3ccccn3)CC2)c([N+](=O)[O-])c1
  A: 0.0	B: 0.0	C: -6	D: 9

> COc1ccc(/C=N/OCC(=O)N(Cc2ccccc2)c2ccccc2C(=O)O)cc1
  A: 0.3	B: 0.2	C: -12	D: 19

> CCOC(=O)c1ccc(NC(=O)CSc2nnc(CNC(=O)c3ccco3)n2-c2cccc(C)c2)cc1
  A: -0.1	B: 1.2	C: 18	D: -20

> CCCCC[C@H](O)/C=C/[C@H]1[C@H](O)CC(=O)[C@@H]1C/C=C\CCCC(=O)Oc1ccc(NC(=O)c2ccccc2)cc1
  A: /	B: -0.9	C: /	D: 8

> CC1Oc2ccc(F)cc2N(Cc2ccc(S(C)(=O)=O)cc2)C1=O (configuration not stated)
  A: -0.2	B: 1.0	C: -7	D: 4

> CS(=O)(=O)c1ccc(C(=O)OCN2C(=O)c3ccccc3C2=O)cc1[N+](=O)[O-]
  A: -0.1	B: -0.7	C: -7	D: -10

> FC(F)(F)c1ccc(Cn2cnc3c(Nc4ccccc4)nc(Nc4ccncn4)nc32)cc1
  A: 0.1	B: -0.6	C: 0	D: 10

> CC1SCC(=O)N(CC(=O)NCc2ccc(F)cc2)C1=O (configuration not stated)
  A: 0.4	B: -0.3	C: -7	D: 1

> Cc1csc(CNC(=O)c2cnn(-c3ncc4c(n3)-c3ccccc3CCC4)c2C)n1
  A: 0.4	B: -0.2	C: 2	D: 11

> CCCOC(=O)C1=C(C)NC2=C(C(=O)CC(c3ccc(OC)c(OC)c3)C2)C1c1ccccc1C (configuration not stated)
  A: 0.2	B: 0.9	C: 0	D: -7

> CCOC(=O)c1c(C=O)c2ccccc2n1C
  A: -0.1	B: 0.8	C: 0	D: 4

> Cc1c(C(=O)N2CCC[C@@H]3CN(C(=O)c4ccncc4)CC[C@H]32)[nH]c2ccc(Cl)cc12
  A: 0.5	B: 1.1	C: 5	D: 18

> CC1CCC(C(C)C)C(OC(=O)COC(=O)CNC(=O)c2ccccc2)C1 (configuration not stated)
  A: -0.1	B: 0.8	C: 4	D: 6

> COc1cc(OC)cc(C(=O)Oc2ccc(C=O)cc2OC)c1
  A: 0.1	B: 0.8	C: -3	D: 0

> COc1cc(OC)c(CN2CCc3nnc(C4CCCO4)n3CC2)c(OC)c1 (configuration not stated)
  A: 0.0	B: 5.3*	C: -12	D: -5

> O=C(Nc1ccccc1)Nc1ccccc1C(=O)NC1CCCCC1
  A: 0.5	B: -1.9	C: 0	D: 22

> CCOC(=O)c1sc(NC(=O)c2ccc(OC)c(OC)c2)c(C(=O)OCC)c1C
  A: -0.1	B: 0.2	C: -5	D: -7

> Cc1cccc2cc(CN(CCO)C(=O)Nc3ccc(Cl)cc3)c(=O)[nH]c12
  A: -0.1	B: -0.7	C: -7	D: 5

> Cc1c(C(=O)NCc2nnc(SCC(=O)N3N=C(c4cccs4)CC3c3ccc(F)cc3)n2C)cccc1[N+](=O)[O-] (configuration not stated)
  A: 0.1	B: 1.2	C: 2	D: -4

> O=C(CSc1nc2scc(-c3ccccc3)c2c(=O)n1-c1ccccc1)Nc1ccccc1F
  A: 0.4	B: 2.3	C: -6	D: 9

> CCCCCCCC(=O)NNC(=O)/C=C/c1ccccc1
  A: -0.1	B: 0.5	C: 2	D: 2

> Cc1cccc(CC(=O)NCC(c2ccsc2)N2CCOCC2)c1 (configuration not stated)
  A: 0.1	B: -0.5	C: 0	D: 9

> COc1ccc(-c2cc(N)n(S(=O)(=O)c3ccc(C)cc3)n2)cc1
  A: 0.9	B: -0.4	C: 7	D: 9

> Cc1ccc(NC(=O)CC2Sc3ccc(C(F)(F)F)cc3NC2=O)c([N+](=O)[O-])c1 (configuration not stated)
  A: 0.4	B: -0.5	C: -3	D: 10

> CC(=O)NCCNc1nc(=S)[nH]c2ccccc12
  A: 0.0	B: 1.1	C: -1	D: 1

> COC(=O)c1sc2ccccc2c1NC(=O)c1ccccc1C
  A: -0.1	B: 0.5	C: -38	D: 5

> CNC(=O)C12CCC(C)(C(=O)O1)C2(C)C (configuration not stated)
  A: 0.1	B: 0.1	C: 9	D: -8

> Nc1cccc(-c2nc(NCCOc3ccccc3)c3ncn(Cc4ccc(C(F)(F)F)cc4)c3n2)c1
  A: 0.0	B: 1.1	C: 13	D: 15

> Cc1c(NS(=O)(=O)c2ccc3c(c2)OCC(=O)N3)c(=O)n(-c2ccccc2)n1C
  A: 0.7	B: 1.1	C: 12	D: 17

> C=CCOC(=O)C1=C(C)Nc2ncnn2C1c1ccncc1 (configuration not stated)
  A: 0.0	B: -0.2	C: 3	D: 0

> CCN(CC(=O)Nc1ccc2c(c1)OCCO2)CC(=O)Nc1cc(Cl)ccc1[N+](=O)[O-]
  A: -0.3	B: 0.2	C: 7	D: -1

> S=C(Nc1ccc(Oc2ccccc2)cc1)N(CCN1CCCCC1)Cc1ccco1
  A: -0.1	B: -0.6	C: 0	D: 2

> CCOCCCN(Cc1cc2cc(C)cc(C)c2[nH]c1=O)C(=O)N(C)C
  A: 0.0	B: 4.9	C: 12	D: -2

> CCOc1cc(CN2CCN(C(=O)C(c3ccccc3)c3ccccc3)CC2)ccc1OC
  A: 0.0	B: -0.2	C: -7	D: 2

> CCOC(=O)c1cnc2c(C)cc(Cl)cc2c1Nc1ccc(Cl)cc1C
  A: 0.2	B: 1.5	C: -7	D: 14

> COCCN1C(=O)/C(=C\c2ccc(N(C)C)cc2)C(C(=O)OC)=C1C
  A: 0.0	B: -1.1	C: 2	D: 36

> Cc1csc(CNC(=O)c2ccc(OC3CCN(CCc4ccccc4)CC3)cc2)n1
  A: 0.0	B: -0.4	C: 4	D: -6

> Nc1nc(-c2ccc(CCCl)cc2)cs1
  A: 0.0	B: 0.1	C: -20	D: 2

> COc1ccc(C2=NN(C(=O)c3ccccc3)C(c3cc4cc(OC)ccc4nc3Cl)C2)cc1 (configuration not stated)
  A: 0.0	B: -1.9	C: -12	D: -1

> CCN(CC)C(=O)CN1CCN(c2ccc(Cl)cc2)CC1
  A: 0.1	B: 0.5	C: 4	D: -2

> COc1ccc(-c2csc(NC(=O)Cc3ccc(C)cc3C)n2)cc1OC
  A: -0.2	B: -0.9	C: 3	D: 2

> COc1ccccc1-n1c(C)cn2c3c(=O)n(Cc4ccccc4C)c(=O)n(C)c3nc12
  A: -0.1	B: -0.3	C: -6	D: 2
